Assay outcomes from PubChem.
esBAF inh: inhibitors of esBAF chromatin remodeling in mouse ES cells | AID 602393 | 350,000 compounds, 2% hits | Bmi1-luciferase knock-in reporter, 24 h; 100% = twice the neutral-well signal | reporter increase, % at 12.5 µM; in the data active = activation above about 40%;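 also: 0% = median of the plate's neutral control wells and 100% = double that signal; a rise in the Bmi1 reporter signal indicates esBAF inhibition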
RAD52 anneal inh: RAD52 (human) annealing inhibition; recombinant RAD52 DNA annealing, FRET fluorescence; 360,000 compounds, 0.46% hits; inhibition, % at 18.7 µM; P43351;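 active = every replicate showing at least 50% inhibition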
RAD54 branch: RAD54 (human) branch migration inhibition | RAD54 Holliday junction branch migration, FAM/BHQ fluorescence | 360,000 compounds, 0.14% hits | inhibition, % at 10.4 µM | Q92698;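 active = mean normalized replicate activity at least 40 and at least half of replicates scoring 40 or more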;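 also: 0% = median of neutral control wells and 100% = median of positive control wells; inhibitors cause a drop in the FAM fluorescence signal; in these data hits start at about 50%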
Target sequence (Q92698 whole entry, looked up): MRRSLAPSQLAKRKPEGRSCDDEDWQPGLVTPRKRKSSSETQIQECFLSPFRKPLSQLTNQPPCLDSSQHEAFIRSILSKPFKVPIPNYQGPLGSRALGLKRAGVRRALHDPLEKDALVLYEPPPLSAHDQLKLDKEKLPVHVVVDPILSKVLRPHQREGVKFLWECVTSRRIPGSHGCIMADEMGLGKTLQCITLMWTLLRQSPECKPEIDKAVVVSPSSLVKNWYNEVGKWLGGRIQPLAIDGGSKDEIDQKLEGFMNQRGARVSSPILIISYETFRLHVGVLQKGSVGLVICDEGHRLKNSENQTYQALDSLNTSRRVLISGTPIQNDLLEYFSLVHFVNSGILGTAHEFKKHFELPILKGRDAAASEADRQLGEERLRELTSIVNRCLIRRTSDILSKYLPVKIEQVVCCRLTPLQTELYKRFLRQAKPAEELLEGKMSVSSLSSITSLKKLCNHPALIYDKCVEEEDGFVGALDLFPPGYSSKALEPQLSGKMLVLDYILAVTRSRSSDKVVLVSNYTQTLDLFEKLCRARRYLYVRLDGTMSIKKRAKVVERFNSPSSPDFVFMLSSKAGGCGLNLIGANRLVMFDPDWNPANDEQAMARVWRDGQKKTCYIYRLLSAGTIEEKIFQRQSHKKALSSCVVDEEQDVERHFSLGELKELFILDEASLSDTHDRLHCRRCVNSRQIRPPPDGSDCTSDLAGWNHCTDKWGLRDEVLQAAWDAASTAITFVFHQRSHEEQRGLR
XiGFP reactiv: reactivates the inactive X chromosome in mouse fibroblasts. XiGFP mouse fibroblasts, % GFP-positive cells imaging, 3 d; cells co-treated with 5-aza-dC sensitizer; scaled so ellipticine positive control = 100%. AID 743238. 360,000 compounds, 0.055% hits. activation, % at 7.58 µM;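 active = mean normalized replicate activation at least 10% and every replicate at or above 10%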;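 also: 0% = median of on-plate neutral control wells and 100% = ellipticine 6 µM median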
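System: 68-5-11 XiGFP fibroblast line | Buffer or medium: DMEM containing 5-aza-dC | Compound: Single point | Times: Compounds 3 days, fix/stain 15 min at room temperature | Benchmarks: Positive control ellipticine, 6 µM final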
ERp5 inh: blocks human ERp5 reductase activity on insulin. AID 651711. Q15084. ERp5 insulin aggregation, absorbance 650 nm, 90 min. 350,000 compounds, 0.05% hits. inhibition, % at 9.99 µM;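 active = mean replicate inhibition above about 25%, with every replicate also reaching it, limit read from the data, passing the limit was not always enough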
E-sel inducer: E-selectin induction on HUVECs; 260,000 compounds, 0.37% hits; HUVEC E-selectin immunofluorescence imaging; normalized: neutral wells 0, TNF-alpha wells 100; activation, % at 7.58 µM; P16581;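 active = mean E-selectin-positive cell signal at least 10% of the positive control, reached in at least 60% of replicates, without over 20% cell loss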;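 also: in these data hits start at about 27%; measured in HUVEC primary endothelial cells; signal is the percent of cells scored E-selectin positive by PE staining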
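assay system = HUVEC, human umbilical vein endothelial cells | input = 3,000 HUVEC seeded per well | medium = EGM-2 growth medium on 0.1% gelatin-coated wells | dosing = one compound dose added by pin transfer | signal = immunofluorescence imaging | read-out basis = % PE-positive cells | control set = TNF-alpha, DMSO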
ERAP1 HTS inh: blocks human ERAP1 aminopeptidase activity | 340,000 compounds, 0.15% hits | recombinant ERAP1, Leu-AMC fluorescence, 60 min | inhibition, % at 10.7 µM | AID 652197;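 active = mean replicate inhibition of at least 30%, or all replicates individually reaching that 30% level; inactive = mean below 30% and not every replicate reaching it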;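 also: 0% = neutral control wells and 100% = L-leucinethiol positive control wells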
S100A4 inh HTS: S100A4-myosin IIA interaction inhibition; 360,000 compounds, 0.14% hits; inhibition, % at 10.7 µM; AID 652163; P26447; S100A4/TAMRA-MyoIIA peptide fluorescence polarization;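 active = mean inhibition of at least 70% across replicates, with every replicate also reaching that level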
Target sequence (P26447 whole entry, looked up): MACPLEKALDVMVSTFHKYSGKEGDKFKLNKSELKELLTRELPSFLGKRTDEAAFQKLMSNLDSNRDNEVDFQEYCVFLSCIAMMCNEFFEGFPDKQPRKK
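assay system = human S100A4 monomer with TAMRA-labelled myosin IIA peptide | also added = labelled myosin peptide probe, 5 nM | incubation = 5 min between mix addition and reading | control set = DMSO and TFP controls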
* = called active by the depositor; nt = not tested or not shown; & = joins results of further samples.

SMILES	esBAF inh	RAD52 anneal inh	RAD54 branch	XiGFP reactiv	ERp5 inh	E-sel inducer	ERAP1 HTS inh	S100A4 inh HTS
C[C@H](CO)N1C[C@H](C)[C@@H](CN(C)C(=O)Nc2cccc3ccccc23)Oc2ccc(NC(=O)Cc3ccccc3)cc2CC1=O	-7.2	23.4	0.6	0.0	-5.0	19.9	-0.1	0.9
Cc1cc(C(=O)Nc2cccc3c2O[C@H](CN(C)S(=O)(=O)c2cccs2)[C@@H](C)CN([C@H](C)CO)C3=O)n(C)n1	-5.9	-1.5	-9.0	-1.0	-4.1	-0.1	0.0	2.3
COc1cccc(CNC(=O)CCN2C(=O)[C@@H]3Cc4ccccc4CN3C2=O)c1	-5.0	-4.0	16.2	-0.1	8.5	nt	0.7	-2.9
CN1c2ccc(Br)cc2[C@@H]2[C@@H](CCN2C(=O)c2ccc(F)cc2)[C@@H]1CO	3.1	-6.9	-15.9	0.2	-4.1	-0.1	nt	nt
CCC(=O)N1C[C@@H](C)[C@H](OC)CN(C)C(=O)c2ccc(NC(=O)NC(C)C)cc2OC[C@@H]1C	-6.2	3.9	-6.3	0.0	-0.7	0.3	-3.7	-2.9
N#Cc1cc([N+](=O)[O-])ccc1NC(=O)COC(=O)C1CCC(=O)N1 (configuration not stated)	nt	-4.2	nt	0.0	3.3	0.0	-0.8	0.3
O=C(OCCN1CCCCC1)C1(c2ccccc2)CCCC1	nt	8.1	nt	0.0	-3.5	nt	-0.7	-0.6
CO[C@@H]1CN(C)C(=O)c2ccc(NC(=O)c3ccccc3)cc2OC[C@H](C)NC[C@@H]1C	-0.7	3.8	2.2	-0.2	-4.1	0.0	-2.2	4.0
CC(=O)OCC(=O)[C@@]1(O)CC[C@H]2[C@@H]3CCC4=CC(=O)CC[C@]4(C)[C@H]3[C@@H](O)C[C@@]21C	-0.8&1.4	4.6&-9.2	-15.5&-1.9	-0.1&0.2	3.6&2.7	1.5&25.0	0.4&0.0	-0.9&-0.7&-18.8
O=C(O)c1ccc(COc2ccccc2/C=C2\NC(=O)N(Cc3ccc(F)cc3)C2=O)cc1	0.4	-13.2	nt	0.1	1.3	nt	3.5	-3.5
CC(=O)NC(CC(=O)OCC(=O)c1c(N)n(C)c(=O)n(C)c1=O)c1ccccc1 (configuration not stated)	-2.3	-6.9	nt	0.1	-2.6	nt	4.3	21.9
Oc1ccc2ccccc2c1N=Nc1ccc(F)cc1	5.5	-14.0	nt	0.0	1.1	1.5	-0.7	-29.8

Part of the list above in order of molecular weight, descending:
SMILES	esBAF inh	RAD52 anneal inh	RAD54 branch	XiGFP reactiv	ERp5 inh	E-sel inducer	ERAP1 HTS inh	S100A4 inh HTS
COc1cccc(CNC(=O)CCN2C(=O)[C@@H]3Cc4ccccc4CN3C2=O)c1	-5.0	-4.0	16.2	-0.1	8.5	nt	0.7	-2.9
N#Cc1cc([N+](=O)[O-])ccc1NC(=O)COC(=O)C1CCC(=O)N1 (configuration not stated)	nt	-4.2	nt	0.0	3.3	0.0	-0.8	0.3
O=C(OCCN1CCCCC1)C1(c2ccccc2)CCCC1	nt	8.1	nt	0.0	-3.5	nt	-0.7	-0.6

Remaining list, next part.
SMILES	esBAF inh	RAD52 anneal inh	RAD54 branch	XiGFP reactiv	ERp5 inh	E-sel inducer	ERAP1 HTS inh	S100A4 inh HTS
CCc1ccc(S(=O)(=O)c2cn(C)c3cc(OC)c(OC)cc3c2=O)cc1	8.1	-6.2	4.6	0.0	0.1	nt	-0.6	19.0
Cc1ccc(S(=O)(=O)N2CCC(C(=O)N3CCC3)CC2)cc1	4.2	-3.7	1.2	0.0	-2.1	-0.2	1.6	-4.4
COc1cc(C(=O)Nc2nnc(C3CC3)s2)ccc1OCc1c(C)noc1C	nt	0.2	nt	0.0	1.4	-0.7	2.4	-3.1
CCOCc1[nH]c(=S)[nH]c(=O)c1Cc1ccc(OC(C)C)cc1	nt	-9.1	nt	0.1	1.6	2.5	0.9	2.8
O=C(C[C@@H]1CC[C@@H](NS(=O)(=O)c2ccc(F)cc2)[C@H](CO)O1)NCc1ccc(Cl)c(Cl)c1	-13.9	10.6	0.1	0.0	5.2	-1.9	0.4	-16.2
CCC(=O)N1N=C(c2ccc(C)o2)CC1c1ccc(OC)cc1 (configuration not stated)	nt	-9.8	nt	-0.1	-0.1	0.1	3.1	2.1
COc1ccc(/C(N)=N/OC(=O)c2ccc(Br)o2)cc1	57.7*	-10.0	-9.9	0.1	3.0	nt	-4.0	-1.6
Cn1cnc(S(=O)(=O)N2[C@@H]3CNC[C@H]2C3c2ccc(-c3ccccc3)cc2)c1 (some centres not stated)	nt	-19.7&-5.3	nt	0.1&0.1	0.2&-2.7	0.2&-0.5	4.7&0.1	1.7&-27.2
COC(=O)c1ccc(NC(=O)C2CC(=O)OC2c2ccccc2)cc1 (configuration not stated)	nt	-10.8	3.2	0.2	2.6	1.7	3.3	2.5
COc1ccc(N=NC2C(=O)N(c3ccccc3)N=C2C)cc1 (configuration not stated)	nt	-7.3	nt	0.0	2.2	0.5	-1.8	3.7
CCS(=O)(=O)c1ccc(OC)c(N=Nc2ccc(O)c3ncccc23)c1	-2.7	-15.9	nt	0.0	4.1	nt	-2.7	1.1
CSc1nc(Cc2ccccc2)cc(=O)[nH]1	1.0	-22.8	nt	0.2	2.3	nt	2.2	6.3

esBAF inh, what is marked active above.
| Molecule | esBAF inh | RAD52 anneal inh | ERp5 inh | ERAP1 HTS inh | S100A4 inh HTS |
| --- | --- | --- | --- | --- | --- |
| COc1ccc(/C(N)=N/OC(=O)c2ccc(Br)o2)cc1 | 57.7* | -10.0 | 3.0 | -4.0 | -1.6 |

(cont.)
SMILES	esBAF inh	RAD52 anneal inh	RAD54 branch	XiGFP reactiv	ERp5 inh	E-sel inducer	ERAP1 HTS inh	S100A4 inh HTS
CO[C@@H]1CN(C)C(=O)c2cc(NS(=O)(=O)c3cccc(C)c3)ccc2OC[C@@H](C)NC[C@H]1C	-4.9	1.0	0.4	-0.1	-5.8	0.0	3.1	8.4
CN(C)C(=O)c1ccc(-c2ccc([C@@H]3[C@@H](CO)N4CCCCN(Cc5ccncc5)C[C@H]34)cc2)cc1	0.4	1.5	-1.9	0.2	-5.6	-0.3	2.6	13.2
COc1ccc(C2CC(=O)Oc3cc(O)cc(O)c32)cc1 (configuration not stated)	4.3	-6.8	3.3	nt	-2.8	nt	1.9	1.2
CC(C)CC(=O)NC(=S)Nc1ccc(S(=O)(=O)NC(C)(C)C)cc1	nt	-13.7	nt	0.4	3.2	0.6	-4.8	13.9
CC(C)(C)c1ccc(NC(=O)c2ccc3c(c2)S(=O)(=O)c2ccccc2C3=O)cc1	-2.3	-16.2	-1.9	-0.1	3.4	0.0	-7.0	-1.3
CC(C)N1CC(COc2ccccc2Cl)OC1=O (configuration not stated)	nt	-2.0	nt	0.3	1.2	4.0	-2.2	1.1
CNCCOc1nc(N2CCOCC2)nc(C)c1[N+](=O)[O-]	-4.1	-3.3	-1.8	-0.1	3.1	nt	1.2	4.3
C=CC[C@H](CC(=O)N(CCO)Cc1ccccc1)C(=O)N[C@H](COC(=O)[C@@H](CC=C)CC(=O)OC(C)(C)C)c1ccccc1	-2.3	-13.8	6.4	-0.1	-1.7	-0.3	-1.1	9.1
COc1ccc(NC(=O)COC(=O)C2CC(=O)N(Cc3ccc(C)cc3)C2)cc1 (configuration not stated)	-2.6	-4.1	0.7	0.5	-5.8	nt	-0.9	-3.6
O=C(NC1CCCC1)C(c1ccncc1)N(C(=O)c1ccco1)c1ccccc1 (configuration not stated)	-3.4	-9.1	-16.3	0.0	0.7	nt	1.8	-2.4
CCn1ccc(C(=O)Nc2ccsc2C(=O)OC)n1	0.3	-12.1	1.9	-0.1	2.9	-0.7	-0.1	-0.6
C/C=C/c1ccc([C@@H]2[C@@H](CO)N(C(=O)Cc3cccnc3)[C@H]2CNC(C)=O)cc1	1.1	-12.4	2.9	0.1	-1.2	-0.1	0.5	-5.5

2 of these compounds in a different format:
mol | esBAF inh | RAD52 anneal inh | RAD54 branch | XiGFP reactiv | ERp5 inh | E-sel inducer | ERAP1 HTS inh | S100A4 inh HTS
COc1ccc(NC(=O)COC(=O)C2CC(=O)N(Cc3ccc(C)cc3)C2)cc1 (configuration not stated) | -2.6 | -4.1 | 0.7 | 0.5 | -5.8 | nt | -0.9 | -3.6
C=CC[C@H](CC(=O)N(CCO)Cc1ccccc1)C(=O)N[C@H](COC(=O)[C@@H](CC=C)CC(=O)OC(C)(C)C)c1ccccc1 | -2.3 | -13.8 | 6.4 | -0.1 | -1.7 | -0.3 | -1.1 | 9.1

Next records.
SMILES	esBAF inh	RAD52 anneal inh	RAD54 branch	XiGFP reactiv	ERp5 inh	E-sel inducer	ERAP1 HTS inh	S100A4 inh HTS
O=C(NCCc1ccccc1F)/C(=C/c1cccnc1)NC(=O)c1ccccc1	nt	4.9	nt	0.0	-68.0	nt	1.9	1.3
CS(=O)(=O)NCCNc1ccc(C(F)(F)F)cc1[N+](=O)[O-]	-2.1	-18.7	-1.8	0.0	0.5	4.2	5.8	-1.6
Cc1ccc(S(=O)(=O)N(C)C[C@H]2Oc3cc(C#Cc4ccncc4)ccc3S(=O)(=O)N([C@@H](C)CO)C[C@@H]2C)cc1	-4.1	-82.1	-9.3	-0.3	14.9	0.9	0.0	-18.5
Cc1ccc(C(=O)NNC(=O)c2ccc3ccccc3c2O)cc1	-10.6	-10.0	-0.1	0.0	3.4	nt	-1.8	-6.7
COCC(=O)Nc1ccc2c(c1)OC[C@H](C)N(C(=O)c1ccccn1)C[C@@H](C)[C@H](OC)CN(C)C2=O	-4.4	nt	5.3	0.1	nt	-0.2	nt	nt
COCCN(C(=O)COC(=O)CC1CCCCC1)c1c(N)n(Cc2ccccc2)c(=O)[nH]c1=O	nt	-5.5	-20.9	0.0	0.3	-0.3	2.0	2.0
O=C(Nc1nnc(-c2ccccc2)o1)C1CCCN1S(=O)(=O)c1cccs1 (configuration not stated)	0.2	-3.0	-2.1	0.0	-0.1	0.3	0.1	0.3
CC(C)NC(=O)Nc1cccc2c1O[C@@H](CN(C)S(=O)(=O)c1ccc(F)cc1)[C@H](C)CN([C@H](C)CO)C2=O	-3.4	4.7	-2.4	0.0	2.9	0.1	2.5	-3.9
COc1ccc(N(C(C)C(=O)N/N=C(\C)C(C)(C)C)S(C)(=O)=O)cc1 (configuration not stated)	nt	-10.1	nt	0.2	1.7	nt	-3.1	-9.5
COc1ccc(C(O)c2ncc(-c3ccccc3)[nH]2)c(OC)c1 (configuration not stated)	3.1	-19.1	-1.2	0.2	-1.2	-0.1	-1.9	-2.0
Cc1cccc(CN(C)C[C@@H]2OCc3cn(nn3)CCCC(=O)N([C@H](C)CO)C[C@@H]2C)c1	0.8	-1.6	4.6	-0.1	3.1	-0.1	2.5	1.9
Cc1cnc(C(=O)OCC(=O)c2cccc3ccccc23)cn1	nt	-16.9	nt	0.1	3.0	nt	1.5	-0.5
CN1[C@@H]2c3ccc(C4=CCCCC4)c(=O)n3C[C@H]1[C@H](CO)[C@H]2C(=O)NCc1cc(F)cc(F)c1	-5.2	6.5	-3.1	0.1	0.9	0.0	4.2	9.8
Cc1noc(C)c1-c1nnc(-c2ccc(C(F)(F)F)cc2)o1	nt	-12.5	nt	0.1	-4.0	nt	-0.8	-9.2
Cc1cc(NC(=O)c2cccs2)ncc1NC(=O)c1cccc(F)c1	nt	-19.3	nt	0.1	-5.0	nt	1.2	-4.5
C[C@@H]1CN([C@@H](C)CO)C(=O)c2cc(C#Cc3cccc(F)c3)cnc2O[C@H]1CN(C)C(=O)c1ccccc1F	2.5	-2.1	-3.2	-0.5	1.1	-0.3	2.4	4.0
